Screening results from PubChem BioAssay.
CXXC DNA block = blocks binding of human MLL CXXC domain to DNA | Q03164 | MLL-CXXC / FITC-HOXA9 DNA fluorescence polarization | Potency, µM (highest dose often 115 µM), for inactives: at the highest dose activity change, negative = inhibition, hits mostly inhibitors | 0.037% of 290,000 active; active means well fitted inhibition curve with a large enough effect in the polarisation, with a control signal flat, not every such curve was filed as active; inconclusive means small, poorly fitted or top-dose-only effect, or effect the other way, or a change in a side signal; inactive means no such curve, though single readings can be large or run the other way; the % refers to the polarisation; further: potency means the concentration at half of the fitted maximal effect
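Purified MLL-CXXC (added from a 7 uM solution) was preincubated 5 min at ambient with pinned compounds in 50 mM Tris-HCl pH 7.5, 50 mM NaCl, 1 mM DTT, 0.05% BSA. Fluorescein-labeled HOX-A9 DNA (50 nM solution) followed, 30 min, then polarization read.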
MBNL1-CUG inh = blocks human MBNL1 binding to CUG repeat RNA; TR-FRET MBNL1-His/biotin-(CUG)12 binding, 665/545 ratio; Potency, µM (titrated, usually from 57.5 µM), for the others: at the top dose activity change, negative = inhibition, hits mostly inhibitors; 0.036% of 280,000 active; active means well fitted inhibition curve with a large enough effect in the signal ratio, with a control signal flat, not every such curve was filed as active; inconclusive means small, poorly fitted or top-dose-only effect, or effect the other way, or a change in a side signal; inactive means no such curve, though single readings can be large or run the other way; the % refers to the signal ratio; further: potency means the concentration at half of the fitted maximal effect; on the % scale 0 is the no-effect control and ±100 the full control effect
Target sequence (Q9NR56 whole entry, looked up): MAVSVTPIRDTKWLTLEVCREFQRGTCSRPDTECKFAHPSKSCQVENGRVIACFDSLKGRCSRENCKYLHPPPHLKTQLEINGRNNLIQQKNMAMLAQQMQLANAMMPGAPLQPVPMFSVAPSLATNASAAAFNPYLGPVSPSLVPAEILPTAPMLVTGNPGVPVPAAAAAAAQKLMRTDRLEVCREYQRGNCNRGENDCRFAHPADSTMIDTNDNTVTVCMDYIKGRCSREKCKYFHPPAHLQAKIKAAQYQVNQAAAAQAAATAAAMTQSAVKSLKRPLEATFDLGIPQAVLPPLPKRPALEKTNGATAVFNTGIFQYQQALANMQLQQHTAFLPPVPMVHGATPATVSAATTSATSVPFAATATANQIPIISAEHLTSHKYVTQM
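His-tagged MBNL1 binding to biotinylated (CUG)12 RNA was measured by TR-FRET using terbium anti-His antibody (0.055 ng/ul final) and streptavidin-XL665 (5 nM final). Compounds were titrated 92 nM to 58 uM; 60 min at room temperature.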
TSHR antag = antagonists of human thyroid stimulating hormone receptor; activity change, negative = inhibition, % at 11.5 µM; TSHR-expressing cells, TSH-stimulated cAMP HTRF, 2 h; active compounds read low; P16473; 0.2% of 330,000 active; AID 504810;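 active means activity change below a set negative limit, meaning inhibition stronger than a set level, cut at about -70% in these data; inconclusive means activity change between two set negative limits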; further: on the % scale 0 is the no-effect control and ±100 the full control effect
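TSHR-expressing cells were treated with compounds, then stimulated with TSH at EC80 (4nM final) for 2 hours at 37 deg C. Cellular cAMP was measured by HTRF competition between lysate cAMP and cAMP-d2 for a cryptate-labelled anti-cAMP antibody.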
TCR act = activates T cell receptor signaling; primary human leukocytes, anti-CD3, IL-2 HTRF, 48 h; 330,000 tested, under 10 active; Potency, µM (top dose mostly 9.22 µM), for the others: at the top dose activation of IL-2 secretion, usual class: activators; further: % of control where 0% means no effect
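Readout: HTRF IL-2, Eu-cryptate/d2 antibody pair, 320nm excitation, 665nm emission. Stimulus: a-CD3 beads, no co-stimulation. Cells: primary human leukocytes. Exposure: 48 hr with compound.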
PTAP TSG101 blk = blocks PTAP/TSG101 interaction to inhibit HIV-1 budding. Q99816. Fluorescence polarization, FITC-PTAP peptide / Tsg101 binding. Potency, µM (doses to about 115 µM), for the others: at the top dose activity change, negative = inhibition, usual class: inhibitors. 340,000 tested, under 10 active. AID 493005; active means well fitted inhibition curve with a large enough effect in the main read-out, with a control signal flat, not every such curve was filed as active; inconclusive means small, poorly fitted or top-dose-only effect, or effect the other way, or a change in a side signal; inactive means no such curve, though single readings can be large or run the other way; further: potency means the concentration at half of the fitted maximal effect; % of control where 0% means no effect
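Steps: Tsg101 binding domain dispensed (10 uM final), compounds pinned in DMSO, FITC-labeled PTAP-motif peptide added (50 nM final); after 20 min binding at room temperature, polarization measured.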
Menin MLL FP TR = menin-MLL binding inhibition, Texas Red mutant peptide | Menin + Texas Red MLL mutant peptide, fluorescence polarization | Potency, µM (titrated, usually from 61.6 µM), without a hit: at the highest dose FP activity change, negative = inhibition, hits mostly inhibitors | 0.23% of 270,000 active; active means well fitted inhibition curve with a large enough effect in the polarisation, with a control signal flat, not every such curve was filed as active; inconclusive means small, poorly fitted or top-dose-only effect, or effect the other way, or a change in a side signal; inactive means no such curve, though single readings can be large or run the other way; the % refers to the polarisation; further: potency means the concentration at half of the fitted maximal effect; % of control where 0% means no effect; many of its hits are not listed in these tables
Target sequence (O00255 whole entry, looked up): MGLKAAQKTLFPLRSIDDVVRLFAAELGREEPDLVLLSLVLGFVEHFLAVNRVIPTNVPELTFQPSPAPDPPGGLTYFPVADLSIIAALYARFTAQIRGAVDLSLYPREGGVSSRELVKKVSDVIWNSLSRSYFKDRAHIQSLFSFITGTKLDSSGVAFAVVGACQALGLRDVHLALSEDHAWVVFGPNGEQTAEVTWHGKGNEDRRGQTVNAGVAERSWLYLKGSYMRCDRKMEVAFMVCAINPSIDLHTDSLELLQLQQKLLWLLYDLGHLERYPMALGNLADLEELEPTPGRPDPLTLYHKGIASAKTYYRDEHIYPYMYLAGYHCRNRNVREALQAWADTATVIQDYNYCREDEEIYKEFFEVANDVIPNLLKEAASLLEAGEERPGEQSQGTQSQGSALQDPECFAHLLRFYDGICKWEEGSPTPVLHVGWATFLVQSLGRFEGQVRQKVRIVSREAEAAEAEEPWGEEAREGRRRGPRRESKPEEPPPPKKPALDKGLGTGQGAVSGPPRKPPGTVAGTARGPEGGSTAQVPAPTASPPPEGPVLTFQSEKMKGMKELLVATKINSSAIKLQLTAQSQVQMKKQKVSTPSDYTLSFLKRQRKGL
AT treatment = potential ataxia-telangiectasia treatments restoring KAP-1 phosphorylation | […] A-T fibroblasts, KAP-1 phosphorylation AlphaLISA; neocarzinostatin DNA damage 30 min before lysis | Potency, µM (highest dose often 57.5 µM), for inactives: at the top dose activation, actives largely listed as activators | 0.19% of 320,000 active | AID 485349; further: potency means the concentration at half of the fitted maximal effect; % of control where 0% means no effect; nearly all actives have a fitted effect of over 45% in size
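ATM-like activity read as KAP-1 phosphorylation via AlphaLISA donor/acceptor antibody pairs after lysis and 6 hr at 25C. Cells were ATM-null patient fibroblasts ([…], hTERT), dosed 60 min, then exposed to the DSB inducer NCS for 30 min.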
Mito fusion yeast = blocks mitochondrial division or promotes mitochondrial fusion; S. cerevisiae fusion-defective mutant growth rescue, CellTiterGlo 48 h; Potency, µM (top dose mostly 46.1 µM), without a hit: at the highest dose growth rescue (activation), usual class: activators; 0.23% of 320,000 active; AID 485298;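 further: potency means the concentration at half of the fitted maximal effect; % of control where 0% means no effect; nearly all actives have a fitted effect of over 45% in size; temperature-sensitive fusion mutants such as fzo1-1 at 37 °C on non-fermentable ethanol glycerol medium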
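Growth-rescue viability read-out: after 48 h at the non-permissive 37C in glycerol/ethanol YPEG, yeast mitochondrial fusion mutants are measured by CellTiterGlo luminescence; compounds (23 nl pinned per well) restoring growth score as division inhibitors or fusion activators.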
a7 integrin act = integrin-mediated muscular dystrophy alleviation activation | alpha7betagal myoblasts, beta-gal FDG fluorescence, 48 h | Potency, µM (top dose mostly 38.3 µM), without a hit: at the top dose activation, usual class: activators | 0.064% of 350,000 active;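 further: potency means the concentration at half of the fitted maximal effect; 100% = response of the positive control SU9516; nearly all actives have a fitted effect of over 60% in size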
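alpha7betagal+/- myoblasts (passage 13, 250/well) treated 48 h at 37C with compounds at 1:260 dilution of DMSO stock. Lysed, then beta-galactosidase activity read as FDG fluorescence (ex 480/em 540) after 30 min, with pre-read for autofluorescence.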
ASM inhibitor = blocks human secretory acid sphingomyelinase; P17405; placental ASM, HMU-PC fluorogenic substrate, 60 min; Potency, µM (doses to about 57.5 µM), without a hit: at the highest dose activity change, negative = inhibition, most hits filed as inhibitors; 0.006% of 340,000 active; AID 504937; further: potency means the concentration at half of the fitted maximal effect
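Human placenta-derived ASM enzyme was preincubated with compound for 10 minutes at room temperature, then given fluorogenic substrate HMU-PC0 (9 uM final) for 60 minutes at 37 °C; a pH 10 stop preceded fluorescence reading at Ex 386/Em 447 nm.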
* marks the source's active call; other numbers are inactive results; ? = inconclusive; · = no result given; [ ] = another dose, or the depositor's remark. Unless noted, the call rests on the fitted dose curve; in most records, active means well fitted curve in the direction sought with a large enough effect; inconclusive means small, poorly fitted or top-dose-only effect, or another doubt; inactive means no such curve, though single readings can be large; an effect the other way counts as inactive or inconclusive. A portion of the library; count on the stated rates, not on these rows.

mol	CXXC DNA block	MBNL1-CUG inh	TSHR antag	TCR act	PTAP TSG101 blk	Menin MLL FP TR	AT treatment	Mito fusion yeast	a7 integrin act	ASM inhibitor
Cc1cc(C(=O)COC(=O)c2cccc(S(=O)(=O)N(C)C)c2)c(C)n1CC1CCCO1 (stereo not drawn)	·	·	-13.6	3.0%	1.2%	·	-3.4%	6.9%	-8.3%	-1.6%
CCOC(=O)Cc1nnc(NC(=O)CC)s1	-0.6%	-2.7%	-5.5	-3.7%	-4.9%	0.2%	0.5%	-0.3%	8.1%	3.5%
CN(Cc1ccccc1)c1ncnc2c1cnn2-c1ccccc1	-5.8%	-3.0%	12.8	5.6%	2.6%	2.0%	11.1%	12.5%	-29.9%	-4.3%
CC(=O)NCCC(=O)Nc1cc(S(=O)(=O)N2CCCCC2)ccc1N1CCN(C)CC1	·	·	5.2	5.4%	-6.5%	·	-18.2%	4.0%	10.2%	·
Cc1cc(NC(=O)Nc2cccc(Cl)c2)n(-c2ccccc2)n1	-0.9%	-9.9%	1.3	-7.2%	-5.2%	·	·	3.5%	-23.8%	-1.7%
CCNS(=O)(=O)c1ccc(Br)c(OC)c1	5.9%	1.4%	10.3	-4.7%	-4.1%	-5.9%	-0.3%	-1.6%	-21.1%	2.5%
Cc1cccc(N2N=C(C(=O)N3Cc4ccccc4CC3C(N)=O)CCC2=O)c1 (stereo not drawn)	·	·	8.9	11.2%	-2.8%	·	-20.4%	·	21.1%	1.9%
O=C(Nc1ccccc1)c1c(F)cccc1F	15.2%	-4.2%	20.5	-0.5%	-2.7%	·	9.7%	1.0%	15.0%	-2.2%
Cc1cccc(N2C(=O)CN(Cc3ccccc3)C2=S)c1	7.7%	-5.2%	-6.7	-4.0%	0.6%	36.8%[activator]	1.8%	2.9%	0.0%	1.1%
O=C(Nc1cnc2sccn2c1=O)c1ccc(Cl)cc1Cl	31.8%[activator]	-5.1%	3.6	6.9%	-4.0%	18.8%	0.6%	-0.2%	0.2%	0.7%
CC(C)C(=O)Nc1nnc(-c2ccco2)s1	-6.5%	19.0%	1.7	0.1%	-2.9%	·	-15.8%	-3.0%	-21.9%	0.4%
CC1(C)CC(NC(=O)c2cccc(Cl)c2)CC(C)(C)N1	0.0%	-9.6%	5.4	0.6%	1.9%	?	1.9%	-0.2%	6.9%	-0.4%
CC(C)C(=O)NC(NCC1CCCO1)C(Cl)(Cl)Cl (stereo not drawn)	4.8%	-4.7%	10.4	-3.8%	-0.2%	12.3%	-0.4%	-0.4%	6.6%	5.5%
COc1ccc(Br)cc1/C=N/NC(=O)c1cc(OC)c(OC)c(OC)c1	13.1%	5.4%	-2.5	1.4%[46.1 µM]	-3.6%	4.2%	15.2%	-0.4%	-6.9%	-6.0%
CCOC(=O)CNC(=O)CSc1nc(-c2ccc(OC)cc2)ns1	0.2%	2.9%	-12.5	-0.3%	0.4%	-0.4%	-2.4%	3.2%	-17.8%	-3.6%
CCOc1ccccc1N(CC(=O)Nc1ccccc1)S(=O)(=O)c1ccccc1	-2.1%	-2.7%	3.9	-5.7%	-2.8%	2.8%	0.5%	-1.3%	11.9%	-2.0%
COc1ccc(CNC(=O)COC(=O)Cc2ccc(Cl)cc2Cl)cc1	3.6%	-17.7%	37.1	3.6%[46.1 µM]	-6.5%	8.5%	28.2%	0.4%	13.6%	-3.6%
COc1ccc(-c2cc(C(F)(F)F)c(C#N)c(SCC(=O)Nc3ccc(C)cc3)n2)cc1	3.6%	-3.9%	52.0	1.6%	-1.1%	-6.8%	8.9%	-4.0%	-2.9%	55.8%[activator]
Cc1ccccc1-c1nc2sc(C)c(C)c2c(=O)o1	-1.1%	-2.6%	-29.2	2.8%	-0.3%	23.1%	5.4%	-0.1%	6.6%	-3.2%
O=C(N/N=C\c1ccncc1)c1ccc(Br)s1	18.1%	23.5%	1.5	4.8%	-1.1%	0.9%	-1.0%	0.3%	-14.7%	0.2%
Cc1ccc(C)c(NC(=O)COC(=O)c2cc(=O)c3ccccc3o2)c1	·	·	15.1	4.8%	-2.9%	·	-0.3%	1.9%	13.8%	-1.6%
Nc1ccc(C2(c3ccc(N)cc3)OC(=O)c3ccccc32)cc1	-4.1%	-10.7%	1.6	10.2%	0.1%	4.1%	-0.9%	1.4%	-13.2%	-3.2%
Cc1ccc(S(=O)(=O)N2CCN(C(=O)CCn3nc(C)c(C)c3C)CC2)cc1	-9.3%	-0.1%	6.7	1.4%	-2.5%	-20.9%	-6.5%	9.1%	30.2%	-2.7%
Cc1cccc(NC(=O)c2ccc(COc3ccc(Cl)cc3Cl)o2)n1	5.8%	2.2%	-25.5	4.9%	-9.7%	15.6%	11.8%	4.6%	?	-9.6%
CCC(=O)N(CCc1ccccc1)Cc1cc2cc(OC)ccc2[nH]c1=O	5.6%	5.1%	-26.6	-0.9%	0.0%	·	13.5%	-4.5%	4.5%	18.0%
O=C(CNc1ccc(Br)cc1)Nc1cccc(S(=O)(=O)N2CCCC2)c1	·	·	-7.3	2.4%	-2.5%	·	-2.4%	-3.5%	11.9%	-1.0%
Cc1ccc(-c2noc(-c3ccccc3F)n2)cc1	14.2%	-5.8%	-0.1	-4.4%	2.9%	33.4%[activator]	8.1%	-1.4%	0.0%	-0.7%
O=C1Cc2ccccc2C(=O)N1c1ccccc1	-14.5%	-6.8%	-3.9	-6.9%	-8.6%	24.8%	3.8%	-1.1%	11.1%	125.2%
CCOc1cc(Cl)c(NC(=O)CC)cc1OCC	3.6%	-2.7%[11.5 µM]	-1.2	-0.7%[46.1 µM]	-0.2%	6.3%	2.9%	2.1%	0.0%	-4.2%
Cn1c(CNc2nc(-c3ccccc3)cs2)nnc1SCC(=O)c1ccccc1	12.1%	8.5%	-2.6	-4.2%	-2.3%	-5.3%[11.7 µM]	3.1%	2.0%	10.8%	-13.8%
Cn1c(COc2ccccc2)nnc1SCC(=O)Nc1ccc(S(N)(=O)=O)cc1	7.2%	1.9%	-6.1	·	-1.9%	-24.7%	·	2.1%	-28.0%[7.66 µM]	0.7%
CCn1c(SC)nnc1C1CCN(S(=O)(=O)c2ccc(OC)cc2)CC1	4.6%	-3.8%	-8.6	·	-2.2%	?	1.1%	-0.1%	1.4%	5.5%
O=C(Nc1ccncc1)c1cccc(S(=O)(=O)N2CCCC2)c1	3.9%	-3.1%	-12.6	0.1%	0.2%	-5.9%	4.2%	-3.0%	-31.9%	-1.7%
O=C(CN1CCN(S(=O)(=O)c2cccc(Cl)c2)CC1)NCC1(N2CCOCC2)CCCCC1	·	·	-4.2	-0.1%	-4.2%	·	12.0%	3.3%	0.2%	6.0%
COc1ccc(CNC(=O)COC(=O)c2ccc(Br)o2)cc1	·	·	-6.9	·	-0.2%	·	3.5%	4.9%	40.5%	-1.5%
Cc1nn(CCc2n[nH]c(=S)n2-c2ccc(F)cc2)c(C)c1[N+](=O)[O-]	-4.9%	13.4%	-1.0	-2.1%	0.5%	-2.7%	-6.8%	2.8%	-10.7%	5.8%
COCCNC(=O)c1n[nH]c2ccccc12	8.1%	-4.2%	8.3	12.2%	0.2%	-10.6%	2.0%	0.2%	39.9%	-3.4%
Cc1ccccc1C(=O)Nc1ccc(C(=O)N/N=C/c2ccccn2)cc1	-3.2%	2.4%	2.7	8.2%	1.5%	5.3%	0.3%	-2.4%	0.0%	3.6%
OCCOCCNc1ncnc2c1cnn2-c1ccc(Cl)cc1	2.5%	4.4%	-3.7	-5.2%	-3.0%	14.0%	2.6%	-0.4%	2.7%	0.5%
COc1cc(OC)cc(C(=O)NCCCn2ccnc2)c1	-6.8%	-4.7%	-9.7	-0.6%	-1.0%	4.6%	3.7%	1.1%	-17.0%	1.6%
